Assay outcomes from PubChem.
M1 ag parental – nonselective activator or artifact in parental CHO-K1 cells | 360,000 tested, 0.48% active | activation, % at 3 µM | AID 602248 | Fluo-8 calcium fluorescence; scaled to maximal ATP response, vehicle zero; in the data active means activation above about 15%;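 further: untransfected CHO-K1 host cells lacking M1 receptor as counterscreen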
CHRM5 agonist – agonists of human muscarinic M5 receptor (CHRM5); 360,000 tested, 0.19% active; activation, % at 3 µM; CHO-K1 hM5 cells, Fluo-8 calcium fluorescence; 0% DMSO wells, 100% maximal acetylcholine response; AID 624037; P08912;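 active means activation above the run's mean over test compounds plus 3 SD, cut at about 23% in these data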;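 further: signal is peak over basal fluorescence ratio across the kinetic read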
Target sequence (P08912 whole entry, looked up): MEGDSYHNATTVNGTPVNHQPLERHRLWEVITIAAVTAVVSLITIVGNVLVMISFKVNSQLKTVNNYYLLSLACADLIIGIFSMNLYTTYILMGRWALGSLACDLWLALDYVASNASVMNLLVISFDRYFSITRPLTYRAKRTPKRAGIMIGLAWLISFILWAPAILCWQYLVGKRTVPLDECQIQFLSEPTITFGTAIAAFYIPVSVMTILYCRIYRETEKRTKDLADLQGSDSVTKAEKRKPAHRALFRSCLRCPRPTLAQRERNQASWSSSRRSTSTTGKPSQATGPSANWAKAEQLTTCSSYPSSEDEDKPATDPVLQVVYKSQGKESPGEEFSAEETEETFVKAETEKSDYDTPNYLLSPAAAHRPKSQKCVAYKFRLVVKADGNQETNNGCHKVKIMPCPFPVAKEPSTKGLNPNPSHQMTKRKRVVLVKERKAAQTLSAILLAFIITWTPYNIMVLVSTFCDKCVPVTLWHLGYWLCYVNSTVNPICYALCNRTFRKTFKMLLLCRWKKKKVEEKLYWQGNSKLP
CHRM4 PAM – positive allosteric modulators of human muscarinic M4 receptor; activation, % at 3 µM; P08173; CHO-K1 hM4/Gqi5, Fluo-8 calcium fluorescence, ACh EC20; 0% = ACh EC20, 100% = maximal ACh; 360,000 tested, 0.4% active; AID 624126;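 active means activation above its plate's cutoff, the mean activation of sample wells plus 3 SD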; further: some results filed as inactive read as strong as hits
Target sequence (P08173 whole entry, looked up): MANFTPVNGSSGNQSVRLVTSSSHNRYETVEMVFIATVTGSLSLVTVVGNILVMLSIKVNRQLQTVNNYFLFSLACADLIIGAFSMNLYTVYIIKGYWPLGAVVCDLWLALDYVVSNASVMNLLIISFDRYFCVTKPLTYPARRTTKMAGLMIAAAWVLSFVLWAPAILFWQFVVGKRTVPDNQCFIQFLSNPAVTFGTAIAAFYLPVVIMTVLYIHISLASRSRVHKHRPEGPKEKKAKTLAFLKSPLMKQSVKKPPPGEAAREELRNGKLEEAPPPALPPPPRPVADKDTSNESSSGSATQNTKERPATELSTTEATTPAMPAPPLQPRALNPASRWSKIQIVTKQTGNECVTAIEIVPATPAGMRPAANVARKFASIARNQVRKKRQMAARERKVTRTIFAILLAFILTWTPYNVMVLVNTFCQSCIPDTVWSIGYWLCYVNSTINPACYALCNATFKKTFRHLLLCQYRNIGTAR
CHO-K1 Ca antag – M1 antagonist counterscreen hit in parental CHO-K1 cells; ATP-induced calcium, Fluo-8 fluorescence; inhibition, % at 3 µM; 360,000 tested, 0.6% active; AID 602250;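 active means inhibition above a per-plate cutoff, the plate's mean sample inhibition plus 3 SD, cut at about 24% in these data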;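 further: 0% = DMSO plus EC80 ATP and 100% = DMSO alone without ATP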
M4 antag – antagonists of human muscarinic M4 receptor (CHRM4); AID 624125; P08173; CHO-hM4 cells, ACh EC80, Fluo-8 calcium fluorescence; inhibition, % at 3 µM; 360,000 tested, 0.73% active;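 active means inhibition above its plate's cutoff, the mean inhibition of sample wells plus 3 SD, cut at about 27% in these data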;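 further: 0% = acetylcholine EC80 with DMSO and 100% = DMSO without agonist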
M5 PAM – potentiates acetylcholine response at human M5 receptor; 360,000 tested, 0.3% active; activation, % at 3 µM; P08912; CHO-K1 hM5, Fluo-8 calcium, ACh EC20 PAM; 0% = ACh EC20, 100% = ACh EC100;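 active means activation above the run cutoff, the mean activation of all test compounds plus 3 SD, cut at about 18% in these data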
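Probe or stimulus: acetylcholine, EC20 level; Assay system: human M5 receptor in CHO-K1 cells; Schedule: compound preincubation 140 s before EC20 acetylcholine addition; Technique: intracellular calcium via Fluo-8 fluorescence; Dosing: single-point, 3 µM nominal; Read-out basis: percent activation from peak-over-basal fluorescence ratio, scaled EC20-to-EC100 acetylcholine; Repeats: one well per compound, no replicates.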
CHRM4 agonist – agonists of human muscarinic M4 receptor (CHRM4); P08173; CHO-K1 hM4/Gqi5, Fluo-8 calcium fluorescence; vehicle 0%, full acetylcholine response 100%; activation, % at 3 µM; 360,000 tested, 0.14% active; AID 624127;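 active means activation above the run mean over all test wells plus 3 SD, cut at about 32% in these data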;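 further: peak over basal fluorescence ratio per well then scaled between controls; 0% = DMSO wells and 100% = acetylcholine at EC100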
CHRM5 antagonist – blocks acetylcholine activation of human M5 receptor | CHO-hM5 cells, Fluo-8 calcium fluorescence, ACh EC80 | AID 624040 | inhibition, % at 3 µM | 360,000 tested, 0.59% active;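 active means inhibition above a per-plate cutoff, the mean of that plate's test compounds plus 3 SD, cut at about 27% in these data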;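 further: 0% = acetylcholine EC80 with DMSO and 100% = DMSO without agonist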
M1 PAM parental – nonselective activator or artifact in parental CHO-K1 calcium assay. ATP EC20, Fluo-8 calcium fluorescence; 0% at ATP EC20, 100% at ATP max. 360,000 tested, 0.02% active. activation, % at 3 µM;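 active means activation above the run cutoff, the mean activation of all test compounds plus 3 SD, cut at about 40% in these data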;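 further: peak over basal fluorescence ratio in a 140 s read after ATP addition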
An asterisk follows results filed as active; . = no result given.

SMILES	M1 ag parental	CHRM5 agonist	CHRM4 PAM	CHO-K1 Ca antag	M4 antag	M5 PAM	CHRM4 agonist	CHRM5 antagonist	M1 PAM parental
NC(=O)c1ccc(NC(=O)c2ccc(COc3ccccc3Br)cc2)cc1	0.1	0	0	23	-3	-12	0	16	-27
O=C(NC(Cc1ccccc1)C(=O)O)/C(=C/c1ccccc1)NC(=O)c1ccco1 (centres undefined)	0.0	0	-2	-12	5	5	0	-12	-6
CCCn1nc(NS(=O)(=O)c2cccc3nonc23)c2cc3cccc(C)c3nc21	4.7	-4	-8	-5	2	-2	5	3	-13
O=C(CSc1ccc(Cl)cc1)c1ccco1	0.2	-1	5	-27	6	-2	0	0	13
CCCN1CCC(=O)N([C@H](CN=[N+]=[N-])Cc2ccccc2)CC1	0.1	-2	1	0	1	7	2	-14	9
COc1cccc(NC(=O)CN2C(=O)NC(C)(C3CC3)C2=O)c1 (centres undefined)	1.9	2	-6	1	5	-26	17	16	6
Cc1ccc(C(=O)CC2(O)C(=O)N(C)c3ccccc32)o1 (centres undefined)	0.9	1	-3	2	6	1	-1	4	12
O=C(CSc1nc2ccccc2s1)NC1CCCc2ccccc21 (centres undefined)	1.0	-2	17	-11	-15	-2	2	-9	18
Cc1ccc(-n2c(-c3ccncc3)n[nH]c2=S)cc1	0.2	-1	-1	-8	-2	-7	1	10	0
CCN(CC)S(=O)(=O)c1ccc(-c2nnc(SCC(=O)N3c4ccccc4CC3C)n2CC)cc1 (centres undefined)	0.7	1	-2	1	-3	-2	2	1	14
CSc1nnnn1-c1c(C)cccc1C	-0.4	-2	-4	-2	-3	-4	0	8	-10
Cn1ccnc1SCC(=O)Nc1ccc([N+](=O)[O-])cn1	0.4	0	8	-14	-9	4	1	0	5
COCc1cc(=O)[nH]c(/N=C(\N)Nc2ccccc2C)n1	0.0	-1	1	-2	-7	2	0	-2	17
O=C(CCNS(=O)(=O)c1ccc(Br)cc1)NCCCSc1ccccc1	1.7	1	0	-18	8	-3	8	6	4
Cc1ccc(Cl)c(OCCCCN(C)Cc2ccccc2)c1	0.6	-6	-28	5	24	-14	2	9	6
C[C@]12c3[nH]c4ccccc4c3CCN1C(=O)C(CC(=O)NCc1ccco1)C[C@@H]2C(=O)N1CCCCC1 (some centres undefined)	-0.2	2	5	-13	-14	-1	0	-9	8
COc1ccc(/C=N/Nc2c(Cl)cc(Cl)cc2Cl)cc1CN1CCOCC1	-0.3	-2	5	-9	2	0	0	0	22
COC(=O)c1ccc(Oc2c(C(F)(F)F)oc3c(CN4CCN(C)CC4)c(O)ccc3c2=O)cc1	0.8	-2	11	-5	9	3	2	-4	14
CCC1CCc2c(sc(NC(=O)c3ccco3)c2C(N)=O)C1 (centres undefined)	0.0	-2	-4	-6	9	1	-1	-8	10
Cc1c(C(=O)N2CCN(c3ccc(C(F)(F)F)cn3)CC2)oc2ccccc12	-0.5	-2	-5	-10	2	-8	0	12	3
CN(C[C@H](Cc1ccccc1)N(C[C@H](CC1CCCCC1)N(CCc1ccccc1)N=O)N=O)N=O	0.7	-2	1	-12	4	-4	0	9	14
COc1ccc2oc(C(=O)NCc3cc(OC)c(OC)cc3OC)c(C)c2c1	12	7	-12	-2	-3	-9	11	14	-13
COc1c(Cl)cc(Cl)cc1CNCCNCCO	0.1	-3	-4	3	3	-2	2	-3	4
CC(C)(C)Cc1nnc(NS(=O)(=O)c2ccccc2)s1	1.1	0	8	-16	-5	8	0	-5	18
C(=N\c1nc2ccccc2n1CCN1CCOCC1)/c1cccs1	0.0	0	9	12	-4	-4	1	-4	-4
C[C@H](CO)N1C[C@H](C)[C@@H](CN(C)C(=O)Nc2ccc3c(c2)OCO3)Oc2c(NS(=O)(=O)c3cn(C)cn3)cccc2C1=O	0.6	2	-4	-3	15	-5	4	14	10
CCc1nnc(N/N=C/c2c(Cl)cccc2Cl)n1N	0.6	1	9	-19	-2	4	-1	6	16
COc1ccc(C(=O)Nc2ccc(Nc3ccccc3)cc2)cc1OC	0.9	-2	-5	15	0	3	8	3	-15
Cc1ccc(CNC(=O)COC(=O)c2cccc(S(=O)(=O)N3CCCCC3)c2)cc1	6.3	0	-2	-23	-13	-17	14	10	1
COC(=O)c1cc2ccc(OC)cc2c2cc(OC)c(OC)cc12	1.2	1	-1	22	-33	-2	8	-11	-14
COc1cccc(Nc2nc(C(N)C3CCCCC3)cs2)n1 (centres undefined)	3.7	4	2	-2	-4	2	21	1	6
Clc1ccccc1CSc1nnc([C@@H]2CCCN2)o1	1.1	1	-12	-7	-3	0	1	0	11
COc1ccc(CNC(=O)CN2C(=O)NC(Cc3ccccc3)(c3ccccc3)C2=O)cc1OC (centres undefined)	2.5	1	1	-11	-5	-4	9	6	12
COc1cc(OC)cc(-c2nnc(SCC(=O)Nc3ccc(C(=O)O)cc3)s2)c1	0.2	-2	-5	-8	3	-5	1	-1	18
CC1CCCCN1C(=S)NC(=O)c1cc(Br)ccc1Cl (centres undefined)	-0.3	-3	4	-16	1	-8	0	11	4
CCOc1ccccc1NS(=O)(=O)c1cccc2nsnc12	0.0	0	1	-12	-6	-3	-1	1	-7
C/C(=N\NC(=O)c1cc(-c2ccc(C)s2)[nH]n1)c1ccco1	0.1	0	4	3	-4	5	1	-7	10
CCCc1[nH]nc2c1C(Cc1ccccc1)C(C#N)=C(N)O2 (centres undefined)	0.7	-11	-6	-2	6	-9	0	1	3
COc1ccc(Cl)cc1C(=O)NNC(=O)c1cc2ccccc2o1	0.2	-1	2	-17	-2	4	0	6	6
CCN(CC)S(=O)(=O)c1ccc(NC(=O)CSc2cccc[n+]2[O-])cc1	0.6	-1	1	-7	3	0	0	-2	15
CCOC(=O)N1CCN(CC(=O)Nc2c(C(=O)OC)[nH]c3ccccc23)CC1	1.8	5	-2	-11	0	-2	4	0	3
O=C(COC(=O)c1ccccn1)Nc1nc(-c2ccccc2)cs1	4.4	-1	1	-11	-10	-3	6	6	24
O=S(=O)(c1ccc(Br)s1)n1cccn1	1.1	0	-7	-12	6	-1	0	-1	23
COc1ccccc1NCC(=O)N/N=C/c1cccnc1	1.0	-1	5	-14	-15	2	1	-2	26
CC(=O)Nc1ccc(S(=O)(=O)N2CCN(CCN3CCOCC3)CC2)cc1Cl	0.3	1	-14	-7	-3	-5	0	11	11
O=C(CN(c1ccccc1)S(=O)(=O)c1ccccc1)N/N=C/c1ccco1	0.1	-4	0	-15	-6	3	-1	0	18
O=C(COC(=O)/C=C/c1ccccc1)NCCc1ccc(F)cc1	-0.1	-2	-3	-6	-5	1	1	12	-4
COc1ccc(OC)c(CN2C(=O)CSCC2(C)C(=O)Nc2c(C)cccc2C)c1 (centres undefined)	.	1	2	.	2	-1	2	-4	.
O=C(C1=C(O)C(=O)N(CCCn2ccnc2)C1c1cccc(Br)c1)c1ccco1 (centres undefined)	0.6	-5	1	-1	0	-3	1	14	0
Cc1ccccc1NC(=O)CSc1nnc(-c2ccco2)n1N	0.7	1	10	1	-5	2	2	-3	-10
COc1cccc(-c2cc3nc(C)c(C)c(N4CCN(C(=O)c5ccoc5)CC4)n3n2)c1	0.1	1	3	-2	-20	4	2	0	0
Cc1c(C(=O)COC(C)(C)C)[nH]c2ccccc12	8.3	4	-5	-5	-1	-7	8	6	11
Cc1ccccc1-c1cc(C(=O)NCc2cccc(Br)c2)nn1CC1CC(c2cccc([N+](=O)[O-])c2)=NO1 (centres undefined)	1.0	0	-3	-10	5	0	0	6	-2
O=C(Cn1c(=O)n(Cc2ccco2)c(=O)c2c3c(sc21)CCCCC3)Nc1ccccc1	0.2	2	-6	1	5	-3	0	4	-8
COCCn1c(SC(C(=O)Nc2cc(C)ccc2OC)c2ccccc2)nnc1-c1ccc(Cl)cc1 (centres undefined)	0.5	-2	0	-5	14	0	-1	-5	18
Cc1noc(C)c1S(=O)(=O)N1CCC(C(=O)Nc2ccc(OC(F)(F)F)cc2)CC1	-0.3	-2	5	11	1	-7	3	-2	3
COc1ccccc1C1(CC(=O)O)CCOC(C(C)C)C1 (centres undefined)	0.5	1	22	-11	-1	4	1	-7	19
O=C(CSc1nc2ccccc2c(=O)n1CCC(=O)N1CCN(c2ccccc2)CC1)NCC1CCCO1 (centres undefined)	1.5	0	0	-9	-12	8	4	3	20
O=C(CNC(=O)C1COc2ccccc2O1)N/N=C\c1ccc(Cl)cc1 (centres undefined)	0.0	-2	2	-1	-1	-4	0	7	2
COc1cc(Cn2c(=O)oc3ccc(C)cc32)ccc1OC(C)C	1.2	0	3	3	6	-8	2	1	15

Random excerpt: 2 compounds from above
SMILES	M1 ag parental	CHRM5 agonist	CHRM4 PAM	CHO-K1 Ca antag	M4 antag	M5 PAM	CHRM4 agonist	CHRM5 antagonist	M1 PAM parental
Cc1ccccc1-c1cc(C(=O)NCc2cccc(Br)c2)nn1CC1CC(c2cccc([N+](=O)[O-])c2)=NO1 (centres undefined)	1.0	0	-3	-10	5	0	0	6	-2
O=C(CN(c1ccccc1)S(=O)(=O)c1ccccc1)N/N=C/c1ccco1	0.1	-4	0	-15	-6	3	-1	0	18

(next part)
SMILES	M1 ag parental	CHRM5 agonist	CHRM4 PAM	CHO-K1 Ca antag	M4 antag	M5 PAM	CHRM4 agonist	CHRM5 antagonist	M1 PAM parental
CN(c1cccc2cccnc12)S(=O)(=O)c1ccccc1	5.0	-4	-6	-4	11	-3	0	17	7
COc1cccc(C(=O)NCC(=O)OC(C)C(=O)NC23CC4CC(CC(C4)C2)C3)c1 (centres undefined)	0.5	0	4	-2	9	5	4	3	-7
CCC(=O)NNC(=S)NC(=O)c1ccc(C)cc1	0.7	3	4	-2	0	18	1	-6	17
CCCC(C)NC(=O)Cn1c(=O)c2c(ncn2CCC(C)C)n(Cc2ccccc2)c1=O (centres undefined)	0.1	5	3	-12	-8	-7	0	10	15
CCOC(=O)n1c(=O)n(C)c2ccc(Br)cc21	8.8	-3	3	-1	2	-5	0	5	19
COc1ccccc1N1CCN(C2CCCN(C(=O)c3cscn3)C2)CC1 (centres undefined)	0.0	-4	0	-10	12	-5	1	9	-6
CCOc1cc(-c2c(C#N)c(=O)[nH]c3c2c(C)nn3-c2ccc(F)cc2)ccc1O	0.0	-4	-2	-10	-5	-8	0	-8	-14
CCn1c(=O)c(C(=O)CN2c3ccccc3CC2C)c(N)n(Cc2ccccc2)c1=O (centres undefined)	-0.5	1	15	-2	-11	2	0	1	13
COc1ccc(-c2cn3cccnc3n2)cc1NC(=O)c1ccc(Br)o1	0.9	2	2	-7	-1	-3	3	-2	9
O=C(CN1CCN(c2ccccc2O)CC1)NC(=O)NCc1ccco1	-0.1	2	2	19	-2	-1	0	0	-12
Cc1cc(NC(=O)/C=C/c2ccco2)ccc1NC(=O)c1ccccc1	0.5	-3	1	-1	-3	-1	2	2	18

Single records, as listed above. Order of values: M1 ag parental | CHRM5 agonist | CHRM4 PAM | CHO-K1 Ca antag | M4 antag | M5 PAM | CHRM4 agonist | CHRM5 antagonist | M1 PAM parental
Entry for CCn1c(=O)c(C(=O)CN2c3ccccc3CC2C)c(N)n(Cc2ccccc2)c1=O (centres undefined) = -0.5 | 1 | 15 | -2 | -11 | 2 | 0 | 1 | 13
Entry for CCOC(=O)n1c(=O)n(C)c2ccc(Br)cc21 = 8.8 | -3 | 3 | -1 | 2 | -5 | 0 | 5 | 19
Entry for CN(c1cccc2cccnc12)S(=O)(=O)c1ccccc1 = 5.0 | -4 | -6 | -4 | 11 | -3 | 0 | 17 | 7
